# CHRM4 PAM: CHRM4 positive allosteric modulation; CHO-K1 hM4/Gqi5, Fluo-8 calcium fluorescence, ACh EC20; 0% = ACh EC20, 100% = maximal ACh; activation, % at 3 µM; 360,000 tested, 0.4% active;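 active means activation above its plate's cutoff, the mean activation of sample wells plus 3 SD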; further: some results filed as inactive read as strong as hits
# Target sequence (P08173 whole entry, looked up): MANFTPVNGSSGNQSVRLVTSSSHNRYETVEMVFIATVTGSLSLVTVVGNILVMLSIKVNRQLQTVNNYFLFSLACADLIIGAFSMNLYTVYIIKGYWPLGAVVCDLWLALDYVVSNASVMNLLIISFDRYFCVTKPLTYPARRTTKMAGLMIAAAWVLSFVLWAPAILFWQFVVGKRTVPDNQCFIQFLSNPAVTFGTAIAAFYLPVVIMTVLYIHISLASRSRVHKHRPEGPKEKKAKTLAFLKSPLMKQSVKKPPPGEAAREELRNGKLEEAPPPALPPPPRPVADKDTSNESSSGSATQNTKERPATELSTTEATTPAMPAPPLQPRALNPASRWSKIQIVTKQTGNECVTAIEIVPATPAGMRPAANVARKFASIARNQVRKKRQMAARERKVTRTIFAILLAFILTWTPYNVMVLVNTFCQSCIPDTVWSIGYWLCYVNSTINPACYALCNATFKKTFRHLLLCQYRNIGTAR
# CRFBP-R2 agonist: CRF-BP/CRF-R2 complex agonism. HEK293 CRF-R2/CRF-BP, calcium dye fluorescence (FLIPR); percent of saturating CRF peptide response. 350,000 tested, 0.46% active. activation, % at 13.2 µM;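 active means activation of at least 50%, plus an integration ratio under a set limit after plate pattern correction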;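 further: plate controls were neutral control wells without compound for no effect and CRF at EC100 for full effect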
# M5 ag: agonists of human muscarinic M5 receptor (CHRM5) | activation, % at 3 µM | AID 624037 | CHO-K1 hM5 cells, Fluo-8 calcium fluorescence; 0% DMSO wells, 100% maximal acetylcholine response | P08912 | 360,000 tested, 0.19% active;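 active means activation above the run's mean over test compounds plus 3 SD, cut at about 23% in these data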;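 further: signal is peak over basal fluorescence ratio across the kinetic read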
# Target sequence (P08912 whole entry, looked up): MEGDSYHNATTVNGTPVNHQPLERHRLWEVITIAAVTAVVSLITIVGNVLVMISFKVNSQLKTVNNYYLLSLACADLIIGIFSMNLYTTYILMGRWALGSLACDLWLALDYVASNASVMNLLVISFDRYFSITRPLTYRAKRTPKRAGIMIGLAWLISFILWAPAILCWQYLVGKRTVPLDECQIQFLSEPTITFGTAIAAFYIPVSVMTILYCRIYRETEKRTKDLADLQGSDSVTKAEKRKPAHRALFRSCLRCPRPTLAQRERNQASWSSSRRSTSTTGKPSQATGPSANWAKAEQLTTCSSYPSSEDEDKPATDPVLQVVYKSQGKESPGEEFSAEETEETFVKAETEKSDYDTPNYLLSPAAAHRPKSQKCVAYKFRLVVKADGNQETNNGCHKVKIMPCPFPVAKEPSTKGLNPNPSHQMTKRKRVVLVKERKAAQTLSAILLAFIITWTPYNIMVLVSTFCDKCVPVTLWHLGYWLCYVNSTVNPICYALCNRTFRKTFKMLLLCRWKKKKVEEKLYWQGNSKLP
# M5 antag: CHRM5 antagonism in calcium assay. 360,000 tested, 0.59% active. AID 624040. inhibition, % at 3 µM. P08912. CHO-hM5 cells, Fluo-8 calcium fluorescence, ACh EC80;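 active means inhibition above a per-plate cutoff, the mean of that plate's test compounds plus 3 SD, cut at about 27% in these data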;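 further: 0% = acetylcholine EC80 with DMSO and 100% = DMSO without agonist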
# M4 antag: blocks acetylcholine activation of human M4 receptor; P08173; CHO-hM4 cells, ACh EC80, Fluo-8 calcium fluorescence; inhibition, % at 3 µM; 360,000 tested, 0.73% active; AID 624125;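 active means inhibition above its plate's cutoff, the mean inhibition of sample wells plus 3 SD, cut at about 27% in these data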;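 further: 0% = acetylcholine EC80 with DMSO and 100% = DMSO without agonist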
# IDE inh: inhibits human insulin-degrading enzyme in HEK cells. P14735. inhibition, % at 5.59 µM. FAbetaB cleavage, fluorescence polarization. 320,000 tested, 0.41% active;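 active means percent inhibition above the average of all tested compounds plus 3 SD, set per screening campaign, cut at about 16% in these data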;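 further: IDE supplied by intact live HEK cells; FP after avidin binding of uncleaved biotin substrate so inhibition keeps polarization high; 0% = DMSO wells and 100% = 60 µM reference IDE inhibitor Ii1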
# CHRM5 PAM: CHRM5 positive allosteric modulation; CHO-K1 hM5, Fluo-8 calcium, ACh EC20 PAM; 0% = ACh EC20, 100% = ACh EC100; activation, % at 3 µM; 360,000 tested, 0.3% active; AID 624038;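 active means activation above the run cutoff, the mean activation of all test compounds plus 3 SD, cut at about 18% in these data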
#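 Assay system – human M5 receptor in CHO-K1 cells · Read-out – % activation, ACh-normalized · Technique – Fluo-8 calcium fluorescence · Dosing – single-point, 3 µM nominal · Incubation – Fluo-8 loading 80 min at 37 °C plus 30 min room temperature · Repeats – singlicate, one well per test compound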
# M4 ag: agonists of human muscarinic M4 receptor (CHRM4); CHO-K1 hM4/Gqi5, Fluo-8 calcium fluorescence; vehicle 0%, full acetylcholine response 100%; activation, % at 3 µM; 360,000 tested, 0.14% active; AID 624127;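 active means activation above the run mean over all test wells plus 3 SD, cut at about 32% in these data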;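 further: peak over basal fluorescence ratio per well then scaled between controls; 0% = DMSO wells and 100% = acetylcholine at EC100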
# CRFBP-R2 block: antagonists of CRF-binding protein/CRF-R2 receptor complex; HEK293 CRF-R2/CRF-BP, CRF-induced calcium fluorescence; inhibition, % at 11.8 µM; 350,000 tested, 0.59% active; AID 588475;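 active means inhibition of the ligand-induced calcium signal above about 50% at the single tested concentration, limit read from the data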
# Starred values were filed as active, the others as inactive; / = no result given.
SMILES,CHRM4 PAM,CRFBP-R2 agonist,M5 ag,M5 antag,M4 antag,IDE inh,CHRM5 PAM,M4 ag,CRFBP-R2 block
Cc1nc2ccc(NC(=O)c3cc(Cl)ccn3)cc2s1,4,-3.5,-3,13,4,1,0,3,17
O=c1[nH]c2ccccc2nc1/C=C/c1ccccc1,0,-0.5,-1,-6,-15,-5,-7,4,-2
O=C(NC1CC1)c1[nH]c(C(F)(F)F)nc1-c1ccccc1,-1,/,2,8,3,/,-3,1,/
O=C(NOC(=O)c1ccccc1F)c1ccc(OC(F)F)cc1,-2,-0.5,-2,3,11,0,9,1,-11
COC(=O)C(C)Sc1nc2c(c(=O)[nH]c(=O)n2C)n1CCCc1ccccc1 (configuration not stated),-3,0.3,2,-2,7,-1,3,0,-9
C/C(CC(=O)Nc1ccc(N(C)C)cc1)=N\NC(=O)c1ccncc1,-10,2.0,6,5,9,1,-9,15,8
COC(=O)c1ccc(C)c(NC(=O)CCCN2C(=O)NC(C)(C)C2=O)c1,0,-0.1,3,8,1,-3,4,1,-2
O=C(CCN1C(=O)S/C(=C\c2ccccc2)C1=O)N1CCOCC1,-7,-0.6,2,-3,5,0,-5,2,-4
CCc1ccc(C(=O)NNC(=O)c2cccc(S(=O)(=O)N3CCN(C)CC3)c2)cc1,-4,0.1,-6,9,8,/,-2,1,-9
Cc1ccc(CNc2cnccn2)s1,-7,0.6,0,10,1,-3,-8,11,2
COc1cc(C(O)c2nc3ccccc3n2C)cc(OC)c1OC (configuration not stated),13,2.1,-1,-11,-13,3,3,1,-14
Oc1ccc(N2CCN(c3ncnc4sc(-c5ccccc5)cc34)CC2)cc1,-9,3.2,2,11,-3,/,-4,4,-16
CSc1cccc(NC(=O)CN(c2cccc(C)c2)S(C)(=O)=O)c1,24,-0.3,0,-4,5,8,5,2,11
Cc1ccc(CNC(=O)CSc2nc(C)cs2)cc1,10,1.2,1,5,-5,-9,1,1,-3
COCCNC(=O)CCc1c(C)nc2c(-c3ccc(F)cc3)c(C)nn2c1C,7,-1.1,0,-1,-25,2,5,0,24
CCN(CC)S(=O)(=O)c1ccc2c(c1)nc(SC(C)C(=O)NCC1CCCO1)n2CC (configuration not stated),-4,0.2,-2,-1,6,0,2,1,-4
Cc1ccc(C)c(NS(=O)(=O)c2cc(C(=O)NCc3ccco3)ccc2C)c1,-4,1.0,-5,5,4,5,-7,3,36
COc1ccc(C(=O)Nc2ccc3[nH]ncc3c2)cc1,-5,1.0,3,-3,5,3,12,0,-18
O=C(NCc1ccccc1)c1ccc(-c2cn[nH]c2)c2ccoc12,1,/,0,8,3,/,0,2,/
Cc1ccc(S(=O)(=O)/N=C(\N)Nc2nc(C)c3ccc(C)cc3n2)cc1,4,-2.1,-3,8,-1,0,-1,-3,-6

# Taken from above:
# Cc1ccc(CNc2cnccn2)s1 | CHRM5 PAM: -8
# CCc1ccc(C(=O)NNC(=O)c2cccc(S(=O)(=O)N3CCN(C)CC3)c2)cc1 | CRFBP-R2 block: -9

# Following part:
SMILES,CHRM4 PAM,CRFBP-R2 agonist,M5 ag,M5 antag,M4 antag,IDE inh,CHRM5 PAM,M4 ag,CRFBP-R2 block
CCOC(=O)NC(=O)CSc1nnnn1-c1ccc(C)cc1,1,-0.6,1,-3,-6,-1,-6,1,4
COCC(=O)N(Cc1ccco1)c1nnc(C2CCOC2)s1 (configuration not stated),3,0.1,-4,-1,1,-6,-7,0,10
Cc1ccc(-c2nn3c(C)nnc3s2)cc1NC(=O)c1cccs1,-1,8.0,1,-5,2,-1,-3,1,16
COc1ccc2[nH]c3c(NCCN4CCCCC4)ncnc3c2c1,2,/,-2,10,4,7,0,0,/
N#CCCn1cc(C(N)=O)c(-c2cccs2)n1,2,0.2,1,5,5,1,1,0,10
Cc1noc(C)c1-c1ccc(C(=O)NCc2cccnc2)c2occc12,-1,/,5,4,-18,/,-7,5,/
O=C(NCc1ccccc1)c1cc[n+](Cc2ccccc2)cc1,4,0.2,-10,7,-16,0,1,0,11
CN1CCN(c2nc(-c3cccs3)cs2)CC1,1,0.0,-6,2,-3,-5,7,1,0
Cc1nnc(NC(=O)CCC(=O)N2CCN(S(=O)(=O)c3cc([N+](=O)[O-])ccc3C)CC2)s1,0,-0.5,-2,18,6,3,-3,1,-1
Nc1nc(Cl)nc2ccc(Br)cc12,20,-0.5,0,-12,0,5,14,1,-21
CCO[C@@H]1OC(C(=O)N2CCN(Cc3ccc4c(c3)OCO4)CC2)=C[C@H](c2ccc(C(F)(F)F)cc2)[C@H]1CCCO,-3,1.5,-1,6,5,7,-5,13,-11
CCOC(=O)c1cnc2nc(C)nn2c1N,5,5.3,5,2,-3,-3,6,1,1
CCCCCOC(=O)CSc1nnc(-c2ccccc2)c(=O)[nH]1,-4,-0.4,0,-8,2,0,1,0,34
COc1cc(/C=N/NC(N)=O)cc(Br)c1OCc1ccccc1C,2,0.3,0,3,0,1,-3,0,4
O=C(NCC(c1cccnc1)N1CCN(c2ccc(F)cc2)CC1)c1ccco1 (configuration not stated),5,0.1,1,6,-16,1,-3,2,6
C[C@@H]1CN([C@H](C)CO)C(=O)CCCn2nncc2CO[C@H]1CN(C)S(=O)(=O)c1ccc(F)cc1,17,6.9,1,-1,-29,/,4,0,3
CCCc1nc(SCC(=O)N2CCc3ccccc3C2)c2ccccc2n1,-9,1.4,-1,2,4,1,-7,9,6
Cc1nn(-c2ccc(F)cc2)c(C)c1/C=C/C(=O)N1CCNC(=O)C1,0,-1.9,-2,-8,-7,12,4,1,0
Cc1ccsc1C(=O)OCC(=O)NCCCc1ccccc1,5,0.4,0,-1,-4,1,1,0,5
Cc1cc[n+](-c2[nH]c(=O)sc2/C=N/NC([S-])=Nc2ccccc2)cc1,8,49,1,6,-2,0,0,2,-42

# 4 entries already listed, arranged by length of the SMILES, largest number first.
SMILES,CHRM4 PAM,CRFBP-R2 agonist,M5 ag,M5 antag,M4 antag,IDE inh,CHRM5 PAM,M4 ag,CRFBP-R2 block
C[C@@H]1CN([C@H](C)CO)C(=O)CCCn2nncc2CO[C@H]1CN(C)S(=O)(=O)c1ccc(F)cc1,17,6.9,1,-1,-29,/,4,0,3
O=C(NCc1ccccc1)c1cc[n+](Cc2ccccc2)cc1,4,0.2,-10,7,-16,0,1,0,11
N#CCCn1cc(C(N)=O)c(-c2cccs2)n1,2,0.2,1,5,5,1,1,0,10
Nc1nc(Cl)nc2ccc(Br)cc12,20,-0.5,0,-12,0,5,14,1,-21

# (listing goes on)
SMILES,CHRM4 PAM,CRFBP-R2 agonist,M5 ag,M5 antag,M4 antag,IDE inh,CHRM5 PAM,M4 ag,CRFBP-R2 block
Nc1ccc(Nc2ccncc2[N+](=O)[O-])cc1,0,0.8,-1,-8,-7,1,2,2,-70
Cc1ccc2nc(NC(=O)C3CCCN3C(=O)OC(C)(C)C)sc2c1 (configuration not stated),1,-1.5,0,-4,0,3,3,1,-25
Cc1ccc(C)c(C(=O)CCC(=O)N2CCN(c3ncccn3)CC2)c1,-3,-0.3,-3,3,6,-3,-7,2,-2
O=[N+]([O-])c1ccc(-c2ccc(/C=N/Nc3nc(N4CCCCC4)nc(N4CCCCC4)n3)o2)cc1,-2,69*,2,9,11,/,1,0,-114
Cc1ccc(/C=C/C(=O)NCCCN2CCN(CCCNC(=O)/C=C/c3ccc(C)cc3)CC2)cc1,16,1.2,-1,2,-9,-2,1,0,-19
CSc1nc2ccccc2cc1/C=C(\C#N)c1ccc(Cl)c(Cl)c1,11,3.7,0,-12,-2,1,0,0,-10
CN1CCN(/N=C/c2cccc(Cl)c2Cl)CC1,-1,2.4,0,-9,-11,0,3,3,-8
O=S1(=O)CC(N2CCCC2)CN1C1CCCC1 (configuration not stated),0,/,0,4,5,/,-1,0,/
CCNC(=O)NC(=O)COC(=O)c1ccccc1SCC(=O)NC(=O)NCC,0,-0.7,2,-1,9,7,0,1,-6
COc1cc(NC(=S)NCc2cccnc2)c(OC)cc1Cl,7,-0.1,0,-1,11,1,-7,2,1
O=S(=O)(NCCn1cccc1)c1ccc2ccccc2c1,-11,-3.0,-1,2,6,-5,4,1,4
CC1(Oc2cccc(C#N)c2)CCN(Cc2ccc(-c3ccccn3)cc2)C1 (configuration not stated),-10,/,-3,8,0,/,-10,4,/
Cc1cc2nc3c(nc2cc1C)C1(C(=O)N(C)C)CCC3(C)C1(C)C (configuration not stated),8,0.1,-3,-4,-5,-6,8,-1,14
COc1ccc(C(=O)C(O)C(c2ccc(C)cc2)N2CCOCC2)cc1OC (configuration not stated),-5,-0.4,-6,2,13,-1,4,0,11
CN1CCN(c2nc(C#N)cc(-c3ccccc3)n2)CC1,0,-0.1,-8,12,2,-8,-2,1,-3
O=C(/C=C/c1ccccc1)Nc1ccc(N2CCCCC2)cc1,0,1.3,-5,10,-7,3,-5,-1,-35
Cc1ccc(-c2cc(Cc3ccc(N(C)C)cc3)c(=O)[nH]n2)cc1,-5,-2.5,0,13,-2,8,-4,4,1
O=C(OCC(=O)c1ccccc1Br)c1ccccn1,2,-2.1,-4,-3,-7,7,-1,1,-5
CN1CCCCc2c1nc1c(c2N)CCCC1,-4,0.4,-11,-4,9,3,-3,1,-1
Cc1ccc(-c2nnc(N3CCN(C(=O)CSc4ncn[nH]4)CC3)c3ccccc23)cc1,5,-0.9,-2,9,-2,3,-9,-1,4
CCOc1cc(CNCC(C)C)c(Cl)cc1OCC(=O)Nc1ccccc1,-4,2.9,-5,7,-9,4,-6,4,-19
CCCCCC(=O)Nc1cccc(C2=NOC3(C2)C[C@@H](C(N)=O)N(C(=O)c2ccc(Cl)cc2)C3)c1 (some centres not stated),6,4.1,-2,8,-8,-2,6,2,-20
CCOC(=O)N1CCN(C(=O)c2cc(-c3ccc(OCC)cc3)nc3ccccc23)CC1,-9,-2.0,3,3,0,-1,-13,20,-20
COc1ccc(Br)c(C(=O)NNC(=O)c2ccc(NS(=O)(=O)c3cccs3)cc2)c1,0,1.8,0,0,7,-5,-4,0,20
O=C(Nc1nnc(S(=O)(=O)N2CCN(c3ccc(F)cc3)CC2)s1)c1ccco1,-3,-0.8,1,-4,1,8,2,0,1
Cc1ccc(S(=O)(=O)N(C)C)cc1NC(=O)c1sccc1Cl,-6,-1.2,-1,2,5,1,6,2,-6
CCOC(=O)c1oc2ccc(S(=O)(=O)n3nc(-c4ccc(C)cc4)cc3N)cc2c1C,-2,0.3,0,-4,4,-4,2,-1,12
O=C(CCn1c(=O)sc2ccccc21)Nc1nc2ccccc2s1,-4,0.8,0,2,-9,-4,-6,9,-9
CCC[C@H](CN[C@@H](CNC)[C@H](C)CC)NCCc1cc(C(F)(F)F)cc(C(F)(F)F)c1,0,6.7,1,10,12,6,0,3,-37
CC1CCCC(C)N1C(=O)CSc1nnc(COc2ccccc2)n1-c1ccccc1 (configuration not stated),0,-0.7,2,1,4,1,-4,2,-9
Cc1cc(C)c(C)c(S(=O)(=O)N[C@@H](C)C(=O)OCC(=O)NC2CCCC(C)C2C)c1C (some centres not stated),-1,-3.0,-1,12,-2,2,-7,0,-4
CCN(C(=O)COC(=O)c1ccc(COc2ccc3c(C)cc(=O)oc3c2)cc1)C1CCS(=O)(=O)C1 (configuration not stated),-6,2.6,7,1,3,6,-2,5,16
CCCCN1C(=O)/C(=c2\sc3nc(=O)c(-c4ccccc4)nn3c2=O)c2ccccc21,3,2.3,-1,6,2,2,-9,0,-35
O=C(NC12CC3CC(CC(C3)C1)C2)N1CCN(c2ccccn2)CC1,0,1.5,-4,-11,-8,-5,7,1,-36
